# HP1b chromo inh: HP1-beta chromodomain-methylated histone interaction inhibition; P83916; 0.56% of 390,000 active; AlphaScreen HP1-beta / biotin-H3K9me3 peptide binding; Potency, µM (series often up to 114 µM), for inactives: at the highest dose activity change, negative = inhibition, hits mostly inhibitors; further: potency means the concentration at half of the fitted maximal effect; nearly all actives have a fitted effect of over 70% in size; inactives centre near 23
#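 HP1-beta protein (50 nM final) preincubated 30 min at room temperature with biotinylated H3(1-18)K9me3 peptide (50 nM) in PBS pH 7.4, 0.01% Tween-20, then compound added for 30 min. AlphaScreen streptavidin donor/nickel chelate acceptor beads (10 ug/mL final), 30 min dark, luminescence read.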
# ERG-DNA inh: inhibitors of human ERG Ets domain-DNA interaction; 0.028% of 370,000 active; AID 624246; Potency, µM (top dose mostly 76.9 µM), without a hit: top-dose FP activity, negative = inhibition, usual class: inhibitors; fluorescence polarization, His-ERG Ets domain / labelled DNA; active means well fitted inhibition curve with a large enough effect in the polarisation, with a control signal flat; inconclusive means small, poorly fitted or top-dose-only effect, or effect the other way, or a change in a side signal; inactive means no such curve, though single readings can be large or run the other way; the % refers to the polarisation;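 further: polarization taken with two DNA probes labelled with fluorescein and Texas red; potency means the concentration at half of the fitted maximal effect; % of control where 0% means no effect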
#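 His-tagged ERG Ets domain (1 uM in the protein solution; 300mM KCl, 50mM Tris-HCl, 1mM EDTA, 1mM DTT, pH 7.5) received compound, then a probe mix of 5 nM fluorescein-DNA and 100nM Texas-615-DNA. Fluorescence polarization was read for both dyes.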
# ALOX12 inh: ALOX12 (human) lipoxygenase inhibition; 1.1% of 580,000 active; P18054; purified 12hLO, xylenol orange hydroperoxide absorbance; Potency, µM (titrated, usually from 108 µM), for inactives: at the top dose activity change, negative = inhibition, hits mostly inhibitors; further: potency means the concentration at half of the fitted maximal effect; on the % scale 0 is the no-effect control and ±100 the full control effect
#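 Hydroperoxide product was detected by ferrous iron/xylenol orange as the 573 to 405 nm absorbance ratio. Arachidonic acid at 40 uM (final) was turned over for 30 min at room temperature by 150 nM human 12hLO, pH 7.0 Hepes buffer, after 15 min compound preincubation.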
# G9a inh: inhibitors of human histone lysine methyltransferase G9a. Q96KQ7. G9a H3K9 monomethylation, AlphaScreen, 2 h. Potency, µM (doses to about 102 µM), for inactives: at the top dose activity, negative = inhibition, hits mostly inhibitors. 8.8% of 350,000 active. AID 504332; further: potency means the concentration at half of the fitted maximal effect; on the % scale 0 is the no-effect control and ±100 the full control effect; nearly all actives have a fitted effect of over 75% in size
# Target sequence (Q96KQ7 913-1193 limits assumed): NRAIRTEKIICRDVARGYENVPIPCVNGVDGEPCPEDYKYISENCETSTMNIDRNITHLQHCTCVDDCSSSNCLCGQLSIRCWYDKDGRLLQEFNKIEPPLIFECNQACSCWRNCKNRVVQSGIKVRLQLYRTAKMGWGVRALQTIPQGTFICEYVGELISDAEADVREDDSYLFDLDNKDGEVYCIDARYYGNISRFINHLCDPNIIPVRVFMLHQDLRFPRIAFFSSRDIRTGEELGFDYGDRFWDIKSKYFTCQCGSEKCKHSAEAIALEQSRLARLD
#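 Readings reflect AlphaScreen signal from monomethyl-H3K9 antibody detection. HMT at 20 nM; substrate b-H3K9 500 nM; cofactor SAM 20 uM; 2 h RT reaction; compounds tested as titrations in qHTS with 15 min preincubation.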
# BAZ2B block: BAZ2B (human) inhibition | Q9UIF8 | AlphaScreen BAZ2B-H3K14Ac peptide displacement | Potency, µM (doses to about 114 µM), for the others: at the highest dose activity change, negative = inhibition, most hits filed as inhibitors | 4.4% of 360,000 active | AID 504333; further: potency means the concentration at half of the fitted maximal effect; on the % scale 0 is the no-effect control and ±100 the full control effect; nearly all actives have a fitted effect of over 60% in size
#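 AlphaScreen displacement: compounds (up to 110uM) incubated 30 min at room temperature with a preformed 50 nM BAZ2B/50 nM biotinylated H3K14Ac peptide complex in PBS pH 7.4 with Tween-20. Donor and acceptor beads at 10 ug/mL final added, 20 min light-protected before reading.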
# JMJD2A Tudor: blocks the human JMJD2A Tudor domain | O75164 | AlphaScreen JMJD2A-Tudor / H3K4me3 peptide binding | Potency, µM (doses to about 114 µM), inactives show at the highest dose activity change, negative = inhibition, hits mostly inhibitors | 4.4% of 390,000 active | AID 504339; further: potency means the concentration at half of the fitted maximal effect; on the % scale 0 is the no-effect control and ±100 the full control effect; nearly all actives have a fitted effect of over 50% in size
# PI4K2A block: inhibitors of human PI4K2A; activity change, negative = inhibition, % at 76.9 µM; AID 1346378; Q9BTU6; purified PI4K2A, ADP-Glo luminescence, 1 h; stronger effect = lower value; 0.13% of 420,000 active; in the data active means activity change below about -50%; inconclusive means mostly about -30% to -49%;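 further: -100% = wells without enzyme as full effect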
#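 In this quantitative HTS, ADP production by PI4K2A was quantified luminescently after 1 h at ambient temperature; 100 microM adenosine served as plate-quality control.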
# GLS inh: inhibitors of human glutaminase (GLS); O94925; GLS enzymatic activity, qHTS titration; Potency, µM (highest dose often 45.5 µM), without a hit: top-dose activity change, negative = inhibition, hits mostly inhibitors; 0.21% of 410,000 active; AID 624170; further: potency means the concentration at half of the fitted maximal effect; on the % scale 0 is the no-effect control and ±100 the full control effect
# Target sequence (O94925 whole entry, looked up): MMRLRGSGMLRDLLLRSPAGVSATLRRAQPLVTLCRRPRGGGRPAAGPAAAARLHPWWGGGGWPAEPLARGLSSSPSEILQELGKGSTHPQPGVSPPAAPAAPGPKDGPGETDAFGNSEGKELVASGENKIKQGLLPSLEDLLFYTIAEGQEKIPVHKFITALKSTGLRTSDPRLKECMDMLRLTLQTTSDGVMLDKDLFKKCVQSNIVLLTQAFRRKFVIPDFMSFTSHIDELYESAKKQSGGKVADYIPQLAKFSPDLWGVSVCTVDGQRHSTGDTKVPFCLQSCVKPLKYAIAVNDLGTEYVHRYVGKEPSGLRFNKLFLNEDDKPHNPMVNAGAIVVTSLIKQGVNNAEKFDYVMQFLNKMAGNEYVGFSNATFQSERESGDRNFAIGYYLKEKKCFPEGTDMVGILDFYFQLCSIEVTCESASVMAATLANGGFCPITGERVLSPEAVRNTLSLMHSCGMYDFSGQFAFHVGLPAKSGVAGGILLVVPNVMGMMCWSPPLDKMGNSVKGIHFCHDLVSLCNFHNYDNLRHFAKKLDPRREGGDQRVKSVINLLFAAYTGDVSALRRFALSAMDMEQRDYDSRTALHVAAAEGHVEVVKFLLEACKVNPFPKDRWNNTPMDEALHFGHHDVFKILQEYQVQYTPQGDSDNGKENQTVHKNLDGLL
#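 Assay buffer: 45 mM KH2PO4 pH 8.2, 0.02% Tween-20. hKGA acts on L-glutamine (1 mM solution added); product glutamate is reported by an oxidase/peroxidase Amplex Red coupling, with fluorescence taken at baseline and 30 min.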
# RGS4 inhibitor: inhibitors of human regulator of G protein signaling 4. P49798. Transcreener GDP fluorescence polarization, RGS4-accelerated GTP hydrolysis. Potency, µM (highest dose often 114 µM), for the others: at the highest dose activity change, negative = inhibition, most hits filed as inhibitors. 0.039% of 390,000 active. AID 504845; further: potency means the concentration at half of the fitted maximal effect; on the % scale 0 is the no-effect control and ±100 the full control effect; nearly all actives have a fitted effect of over 75% in size; some results filed as inactive show a strong effect at the top dose
#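 MLSMR compounds (23 nl, pin-transferred) preincubated 10 min at room temperature with a 500nM (2x) first reagent, then RGS4 at 900nM (2x) plus Transcreener GDP mix added; fluorescence polarization (620/688 nm) read before and after 90 min at 30 °C.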
# An asterisk follows results filed as active; ? = inconclusive; nt = not tested or not shown; & = joins results of further samples; [ ] = remark or other dose. Unless noted, the call rests on the fitted dose curve; in most records, active means well fitted curve in the direction sought with a large enough effect; inconclusive means small, poorly fitted or top-dose-only effect, or another doubt; inactive means no such curve, though single readings can be large; an effect the other way counts as inactive or inconclusive. Only part of the results is shown. The share of hits here may be higher or lower than overall.
SMILES,HP1b chromo inh,ERG-DNA inh,ALOX12 inh,G9a inh,BAZ2B block,JMJD2A Tudor,PI4K2A block,GLS inh,RGS4 inhibitor
O=c1c(-c2c(O)cc(O)c3c2O[C@H](c2ccc(O)cc2)CC3)c(-c2ccc(O)cc2)oc2cc(O)cc(O)c12,-3%,8%,nt,nt,nt,?,-1,13%,-17%
CCCOc1ccc(N2C(=O)CC(N(CCc3ccc(S(N)(=O)=O)cc3)C(C)=O)C2=O)cc1 (stereo unspecified),5%,-1%,-11%,?,6%,-14%,0,0%,-17%
Cc1ccsc1C(=O)OCC(=O)N1CC(=O)Nc2ccccc21,68%[activator],7%,7%,18%[59 µM],nt,-7%,1,1%,-16%
CCOc1cccc2sc(NC(=O)CS(=O)(=O)c3ccc(C)cc3)nc12,29%,0%,-19%,-26%[59 µM],-4%,-14%,1,-7%,5%
CC(Sc1nnc(C2CC2)n1Cc1ccccc1)C(=O)N1CCNC1=O (stereo unspecified),36%,-11%,363%[activator],7%[12.7 µM],-2%,2%,8,-16%,1%
O=C(c1ccccc1)C(O)C(c1ccccc1)N1CCOCC1 (stereo unspecified),35%,-10%,-17%,0%,-11%,-12%,4,1%,6%
COc1ccc(CN(C)S(=O)(=O)c2nnc(NC(=O)c3cccc(C)c3)s2)cc1OC,37%[57 µM],13%,53%[activator],-9%,-33%,-21%,-23,-8%,-14%
COc1cc(/C=C2/C(=O)c3cccc([N+](=O)[O-])c3C2=O)c(Br)cc1O,25µM*,0%,18µM*,10µM*,20µM*,18µM*,-23,?,?
CC(CC(=O)Nc1ccc(F)c([N+](=O)[O-])c1)c1ccccc1 (stereo unspecified),11%,-8%,-7%,-7%[59 µM],-25%,-13%,-2,-1%,-3%
COc1ccccc1NC(=S)NCc1ccc2c(c1)cc(C)n2C,?,-1%,?,?,25µM*,50µM*,5,16%,3%
Cc1nnc(SCC(=O)Nc2ccc(N(C)C)cc2)[nH]c1=O,-12%,6%,-8%,?,?,-35%,-9,26%,-40%
O=C(Oc1cccc(Cl)c1)N1CCOCC1,13%,9%,18%,45%,-4%,-20%,-2,7%,-2%
CCc1ccc2nc(N(CCCN(C)C)C(=O)c3ccc(S(=O)(=O)N4CCCC4)cc3)sc2c1,18%,3%,?,50µM*,-30%,-35%,-2,17%,14%
Cc1ccc(-n2ncc(C(=O)NCc3ccco3)c2C2CCN(C(=O)OC(C)(C)C)CC2)c(C)c1,4%,4%,-29%,?,-1%[57.1 µM],?,-5,1%,-22%
COc1ccc(/C=C2/SC(=O)N(CCC(=O)Nc3ccc(S(=O)(=O)Nc4nccs4)cc3)C2=O)cc1,-11%,-1%,-7%,?,-30%,-32%,-3,8%,10%
O=C(c1cc(-c2ccccc2Cl)on1)N1CCCC1,21%,-6%,3%,26%,9%,3%,4,3%,8%
CCSc1nc2c(c(=O)[nH]c(=O)n2C)n1Cc1ccc(Cl)cc1,1%,2%,2%,-7%[59 µM],nt,-6%,5,2%,4%
CCn1c(=O)c(=O)[nH]c2c(=O)oc3ccc(S(=O)(=O)Nc4ccc(OC)cc4)cc3c21,36%,-6%,6%,-14%,5%,-17%,-4,127%[activator],-14%
CC(=O)N1CCc2cc(S(=O)(=O)NCc3ccc(C)cc3)ccc21,23%,-4%,-28%,21%,-2%,-14%,-5,-6%,-7%
CCOc1ccc(OCC(=O)Nc2ccc(S(N)(=O)=O)cc2)cc1,41%[activator],-4%,-1%,?,-4%,-15%,1,3%,-14%[56.9 µM]
O=C(COc1ccc([N+](=O)[O-])cc1Cl)NCCc1ccccc1,9%,-6%,-14%,3%[59 µM],-5%,-16%,7,-5%,1%
Cc1ccc(NS(=O)(=O)c2ccc(C(C)(C)C)cc2)cn1,26%,10%,22%,59%[activator],9%,-16%,-5,-1%,-1%
CCCN1C(=O)/C(=C/c2ccc(OCC(=O)OCC)cc2)NC1=S,56%,11%,2%,?,-22%,-34%,10,1%,-34%
CCCOc1ccc(C(=O)CCC(=O)OCC(=O)N(C)c2c(N)n(Cc3ccccc3)c(=O)[nH]c2=O)cc1,14%,-3%,-2%,nt,-7%,3%,-10,-8%,-8%
CCCNC(=O)COc1ccccc1[N+](=O)[O-],45%[activator],-4%,1%,12%,2%,6%,1,-5%,-22%

# Other compounds follow.
SMILES,HP1b chromo inh,ERG-DNA inh,ALOX12 inh,G9a inh,BAZ2B block,JMJD2A Tudor,PI4K2A block,GLS inh,RGS4 inhibitor
CCOc1ccc(S(=O)(=O)Nc2nc3ccc(OC)cc3s2)cc1,39%,1%,-2%,?,0%,-9%,-5,8%,-11%
COC(=O)N1[C@H](C)C=C[C@]1(Cc1ccccc1)C(=O)OC,36%,0%,-2%,nt,nt,-3%,-3,2%,10%
CCOc1ccc(C(=O)Nc2cccc(C(=O)OCc3cc(=O)n4nc(C5CC5)sc4n3)c2)cc1,21%,3%,-19%,3%[59 µM],-17%,-17%,0,-17%,-22%
COc1ccc(-c2coc3cc(O[C@@H]4O[C@H](CO)[C@@H](O)[C@H](O)[C@H]4O)ccc3c2=O)cc1,10%,10%,-1%,nt,nt,-22%,5,-3%,6%
N#C/C(=C\c1ccccc1C(=O)O)c1nc2ccccc2[nH]1,46%[activator],-3%,32%[activator],8%[2.33 µM],3%,-14%,1,-4%,-16%
C=C(C)C1CC=C(C)/C(=N/NC(=O)C2CC2c2ccccc2)C1 (stereo unspecified),20%,-6%,446%[activator],6%,-12%,-22%,4,-13%,15%[56.9 µM]
COc1ccc(NC(=O)c2ccc(-c3cccc(Cl)c3C)o2)cc1,-2%,10%,-16%,-28%[59 µM],-9%,-7%,-4,2%,6%
CCOc1ccc2nc(NC(=O)/C=C/c3ccc4c(c3)OCO4)sc2c1,23%,-4%,13%,1%[59 µM],-1%,-23%,-2,-5%,-5%
O=C(Nc1cccnc1)c1ccc(N2CCCC2)c([N+](=O)[O-])c1,17%,-11%,1%,-29%,-30%,-23%,3,-5%,-25%
Cc1ccc(Cl)cc1N1CCN(S(=O)(=O)c2ccc(-c3cnc(C4CC4)o3)cc2)CC1,27%,3%,-22%,-6%[12.7 µM],-27%,-9%,6,-11%,9%
Cc1cc(OCC(=O)Nc2sc3c(c2C#N)CC(C)(C)NC3(C)C)c(C(C)C)cc1Cl,28%,1%,33%,39%,-26%,-5%,0,-1%,-13%
CCOc1ccc(NC(=O)c2cc(S(=O)(=O)N3CCCCC3)c[nH]2)cc1,23%&-8%,2%&1%,-4%&-12%,-5%[59 µM],5%&-10%,-23%&-18%,0&-13,-13%&-8%,16%&3%
CCNC(=O)CNC(=O)c1nn(Cc2ccccc2)c(=O)c2ccccc12,-16%,1%,-2%,15%,-4%,-15%,0,-18%,1%
Cc1cccc(C)c1NC(=O)CNC(=O)Cn1nc(C)c(C)c(C#N)c1=O,23%,0%,-9%,?,1%,-5%,2,-15%,-23%
COc1ccc(CCN2C(=O)c3[nH]nc(-c4ccccc4O)c3C2c2cccc(OC)c2)cc1 (stereo unspecified),48%[activator],3%,-19%,9%[59 µM],-20%,-23%,-6,4%,-6%
O=C(CN1CCCCCC1)Nc1cccc(Br)c1,8%,0%,2%,-32%,-2%,-8%,0,31%[activator],-6%
Cc1cc(C)nc(SC2CC(=O)N(c3ccc(Cl)cc3)C2=O)n1 (stereo unspecified),53%[activator],-3%,-1%,-24%[59 µM],-23%,-16%,5,16%,11%[56.9 µM]
CC(C)CN(C(=O)COC(=O)Cc1ccc(Cl)cc1)c1c(N)n(Cc2ccccc2)c(=O)[nH]c1=O,33%,34%[activator],-18%,-33%,8%,-6%,6,-18%,2%
CCOc1ccc(NC(=O)N2CCc3ccccc3C2)cc1,47%[activator],-2%,-6%,0%,-11%,-11%,-4,-9%,-8%

# An excerpt of these results, with values under each structure.
# Every second line gives: HP1b chromo inh | ERG-DNA inh | ALOX12 inh | G9a inh | BAZ2B block | JMJD2A Tudor | PI4K2A block | GLS inh | RGS4 inhibitor
> Cc1cc(OCC(=O)Nc2sc3c(c2C#N)CC(C)(C)NC3(C)C)c(C(C)C)cc1Cl
    28% | 1% | 33% | 39% | -26% | -5% | 0 | -1% | -13%
> CCOc1ccc(NC(=O)c2cc(S(=O)(=O)N3CCCCC3)c[nH]2)cc1
    23%&-8% | 2%&1% | -4%&-12% | -5%[59 µM] | 5%&-10% | -23%&-18% | 0&-13 | -13%&-8% | 16%&3%
> CCNC(=O)CNC(=O)c1nn(Cc2ccccc2)c(=O)c2ccccc12
    -16% | 1% | -2% | 15% | -4% | -15% | 0 | -18% | 1%
> Cc1cccc(C)c1NC(=O)CNC(=O)Cn1nc(C)c(C)c(C#N)c1=O
    23% | 0% | -9% | ? | 1% | -5% | 2 | -15% | -23%
> COc1ccc(CCN2C(=O)c3[nH]nc(-c4ccccc4O)c3C2c2cccc(OC)c2)cc1 (stereo unspecified)
    48%[activator] | 3% | -19% | 9%[59 µM] | -20% | -23% | -6 | 4% | -6%
> O=C(CN1CCCCCC1)Nc1cccc(Br)c1
    8% | 0% | 2% | -32% | -2% | -8% | 0 | 31%[activator] | -6%
> Cc1cc(C)nc(SC2CC(=O)N(c3ccc(Cl)cc3)C2=O)n1 (stereo unspecified)
    53%[activator] | -3% | -1% | -24%[59 µM] | -23% | -16% | 5 | 16% | 11%[56.9 µM]

# Screening results deposited in PubChem BioAssay by National Center for Advancing Translational Sciences (NCATS).
